Bioassay records (PubChem)
TRPC4 agonist: TRPC4 (mouse) channel activation; Q9QUQ5; HEK293 TRPC4beta/mu-opioid, Fluo4 calcium fluorescence; stronger effect = higher value; B-score at 10 µM; 0.49% of 310,000 active; AID 2237;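 active = B-score above 5 SD of library B-scores, and initial fluorescence ratio not above library mean plus 5 SD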;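 also: positive B-score marks a calcium rise read as TRPC4 activation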
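System: HEK293 cells stably co-expressing mouse TRPC4beta and mu-opioid receptor; Schedule: Fluo4 dye loading 45 min at room temperature, 110 s recording; Detection: Fluo4 fluorescence, kinetic; Evaluation: B-scored integrated calcium fluorescence ratio; Controls: buffer (low) and maximal DAMGO (high).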
HIF activator: HIF pathway transcriptional activation | U2OS HRE-luciferase reporter, luminescence; normalized: DMSO 0%, desferrioxamine 100% | activation, % at 7.5 µM (by protocol) | 0.32% of 300,000 active | AID 1910;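 active = mean activation of at least 10% of the iron chelator positive control signal, with at least half of replicates also reaching 10%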
TRPC6 activator: activates the mouse TRPC6 cation channel; HEK293-TRPC6 membrane potential dye fluorescence; stronger effect = higher value; B-score at 10 µM; 0.13% of 310,000 active;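 active = B-score of the integrated fluorescence ratio above library mean plus 3 SD, and starting fluorescence ratio within library mean plus 5 SD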;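 also: higher score means more depolarization so channel activation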
Target sequence (Q61143 whole entry, looked up): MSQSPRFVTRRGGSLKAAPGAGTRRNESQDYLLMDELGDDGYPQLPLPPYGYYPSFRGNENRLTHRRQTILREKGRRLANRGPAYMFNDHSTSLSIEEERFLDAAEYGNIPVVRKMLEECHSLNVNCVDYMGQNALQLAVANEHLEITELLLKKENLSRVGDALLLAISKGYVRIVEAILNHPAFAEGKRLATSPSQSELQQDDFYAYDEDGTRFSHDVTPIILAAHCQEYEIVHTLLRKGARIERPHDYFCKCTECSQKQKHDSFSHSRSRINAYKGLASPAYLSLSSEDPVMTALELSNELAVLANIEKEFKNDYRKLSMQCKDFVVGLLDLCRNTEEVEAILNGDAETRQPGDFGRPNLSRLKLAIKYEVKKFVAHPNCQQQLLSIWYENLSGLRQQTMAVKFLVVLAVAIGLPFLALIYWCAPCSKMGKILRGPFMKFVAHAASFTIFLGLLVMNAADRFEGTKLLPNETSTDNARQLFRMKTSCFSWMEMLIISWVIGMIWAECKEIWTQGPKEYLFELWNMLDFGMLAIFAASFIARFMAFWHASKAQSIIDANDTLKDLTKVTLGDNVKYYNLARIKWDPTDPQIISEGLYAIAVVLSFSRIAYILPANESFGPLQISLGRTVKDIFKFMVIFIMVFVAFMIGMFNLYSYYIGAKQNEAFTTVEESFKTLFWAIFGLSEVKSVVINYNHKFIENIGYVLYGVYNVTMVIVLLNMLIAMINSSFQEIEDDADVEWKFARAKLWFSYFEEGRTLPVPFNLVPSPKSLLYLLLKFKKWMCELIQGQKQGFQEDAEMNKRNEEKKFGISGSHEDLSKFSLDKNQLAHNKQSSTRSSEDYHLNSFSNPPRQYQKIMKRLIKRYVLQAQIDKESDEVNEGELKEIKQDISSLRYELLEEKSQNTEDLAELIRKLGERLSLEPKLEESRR
MrgX1 antagonist: human MrgX1 receptor antagonism, primary screen. MRGX1-HEK293 calcium flux, Fluo-4, BAM8-22 antagonism; stronger effect = lower value. B-score at 10 µM. 1.3% of 310,000 active. AID 588676;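 active = calcium-response B-score plate-corrected more than 3 library SD below zero, starting fluorescence within 5 deviations, no agonist response on first addition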;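 also: peak minus trough fluorescence over baseline after final BAM8-22 challenge near maximal dose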
TRPC6 inh: inhibitors of mouse TRPC6 channel; Q61143; HEK293-TRPC6, membrane potential dye, ACh-evoked depolarization; stronger effect = lower value; B-score at 10 µM; 1.1% of 310,000 active; AID 2553;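 active = B-score under library mean minus 3 SD, initial fluorescence not abnormally high, positive integrated signal ratio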;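 also: B-score derived from integrated fluorescence ratio over the kinetic read; more negative B-score means stronger inhibition of depolarization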
MrgX1 ag: human MrgX1 receptor agonism, primary screen. AID 588627. B-score at 10 µM. MrgX1-HEK293 cells, Fluo-4 calcium fluorescence, agonist mode; stronger effect = higher value. 0.44% of 310,000 active. Q96LB2;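 active = calcium response B-score plate-corrected fluorescence ratio at least 3 library SD, with starting fluorescence B-score inside 5 SD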
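Assay system: stable human MrgX1 HEK293 cell line. Quantity: 15,000 cells per well. Schedule: cells plated overnight, dye loaded 0.5 h 37 °C, 0.5 h room temperature. Detection: Fluo-4 NW calcium-flux fluorescence, kinetic read. Read-out basis: peak-minus-minimum fluorescence over baseline, converted to B scores. Control set: positive and negative control wells on each plate.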
TRPC4 PAM: TRPC4 (mouse) allosteric potentiation; Q9QUQ5; HEK293 TRPC4beta/mu-opioid, DAMGO EC20, Fluo-4 Ca2+ flux; stronger effect = higher value; B-score at 10 µM; 0.42% of 310,000 active; AID 2227;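 active = B-score of calcium response area above 5 SD of library B-scores, with initial fluorescence ratio within 5 SD of library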;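 also: B-score of integrated fluorescence ratio over time as area under calcium response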
AI-2 QS mod: Vibrio harveyi AI-2 quorum sensing modulation; Vibrio harveyi JMH597 AI-2 luminescence/OD600 ratio, 9 h; stronger effect = lower value; strain lacks LuxN and CqsS sensors; 0 = neutral-control median; 0.4% of 300,000 active; activity change, % at 7.5 µM; in the data active = activity change below about -75%, passing the limit was not always enough;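 also: luminescence divided by OD600 gain over 9 h not by final OD600 alone; inactives centre near 13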
MrgX1 PAM: human MrgX1 positive allosteric modulation, primary screen; B-score at 10 µM; MrgX1-HEK293, Fluo-4 calcium flux, FDSS; stronger effect = higher value; AID 588675; 0.63% of 310,000 active;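 active = plate-corrected calcium response at least 3 library SD above typical, normal starting fluorescence, not activating the receptor alone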;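 also: compound read alongside a low EC10 to EC30 dose of BAM8-22 agonist; peak minus trough fluorescence over baseline measured at the second addition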
PolyA inhibitor: inhibitors of polyadenylation in S. cerevisiae. 0.02% of 300,000 active. AID 1875. S. cerevisiae SKY197-pL101 polyadenylation reporter, beta-gal luminescence; efflux-impaired pdr1/pdr3 knockout yeast; score 100 = 6 SD above DMSO. calls only at 12 µM;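 active = lowest replicate activity score at least 50, where 100 means six control SD above control mean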;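 also: yeast exposed to compound for 9 h at 30 °C; higher score means more reporter readthrough which indicates perturbed polyadenylation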
TRPC4 inh: blocks the mouse TRPC4 cation channel. HEK293 TRPC4beta/mu-opioid, DAMGO-evoked Fluo4 calcium flux; stronger effect = lower value. AID 2247. B-score at 10 µM. 0.39% of 300,000 active. Q9QUQ5;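 active = B-score over 3 SD under the library average, no early fluorescence shift, positive overall ratio signal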
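Material: HEK293 cells with stable TRPC4beta plus mu-opioid receptor expression / Probe or stimulus: DAMGO in two steps, submaximal then maximal / Compound: single concentration per test compound / Technique: kinetic Fluo4 fluorescence imaging of calcium influx / Read-out: per-well B score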
* marks the source's active call; other numbers are inactive results; i = inactive; · = not tested or not shown.

SMILES	TRPC4 agonist	HIF activator	TRPC6 activator	MrgX1 antagonist	TRPC6 inh	MrgX1 ag	TRPC4 PAM	AI-2 QS mod	MrgX1 PAM	PolyA inhibitor	TRPC4 inh
O=C(O)C1CC(c2cccc(Br)c2)=NO1 (stereo unspecified)	i	-0.2	i	i	i	i	i	7	i	i	i
C/C(CC(=O)Nc1ccc2c(c1)OCCO2)=N\NC(=O)COc1ccccc1C	i	-0.7	i	i	i	i	i	·	i	i	i
O=C(CSc1nc(-c2ccc(F)cc2)cs1)NC(=O)NCc1ccco1	i	0.0	i	i	i	i	i	-22	i	i	i
COc1ccccc1NC(=O)COn1nnc2ccc(S(=O)(=O)N3CCOCC3)cc21	i	-0.1	i	i	i	i	i	39	i	i	i
COc1ccc(CCNC(=O)CCN2C(=O)C(C)Oc3ccc(C)cc32)cc1OC (stereo unspecified)	i	-0.2	i	i	i	i	i	12	i	i	i
Cc1cc(C)cc(-n2cc(C(=O)O)c(=O)cc2C)c1	i	-0.1	i	i	i	i	i	10	i	i	i
CCOCCn1c(CN2CCN(C)CC2)nc2c1c(=O)n(C)c(=O)n2C	i	-0.3	i	i	i	i	i	7	i	i	i
COc1ccc(NC(=O)CN(C)C(=O)c2cccc(NS(=O)(=O)c3ccc(Br)cc3)c2)cc1	i	-0.3	i	i	i	i	i	16	i	i	i
CCNC(=O)NC1(C(=O)N2CCC(Cc3ccccc3)CC2)CCCCC1	i	-53	i	i	i	i	i	22	i	i	i
Cc1cccc(NC(=O)CSc2ccc(C(N)=O)cc2[N+](=O)[O-])c1C	i	-0.7	i	i	i	i	i	42	i	i	i
Cc1ccc(/C=N/NC(=O)c2nnn(-c3nonc3N)c2CSc2ccc(Cl)cc2)cc1	i	-0.4	i	i	i	i	i	8	i	i	i
Cc1ccc(S(=O)(=O)N(CC(=O)O)Cc2ccccc2)cc1	i	0.3	i	i	i	i	i	8	i	i	i
COc1cc(/C=N\NC(=O)OC(C)(C)C)ccc1OC(=O)c1ccco1	i	0.5	i	i	i	i	i	6	i	i	i
CN1CCN(c2ccc(S(=O)(=O)N3CCCCC3)cc2NC(=O)/C=C/c2ccc(Cl)c([N+](=O)[O-])c2)CC1	i	-0.3	i	i	i	i	i	25	i	i	i
COc1ccc(S(=O)(=O)N2CCOCC2)cc1NC(=O)CSc1nnc(C2CC2)n1N	i	-0.4	i	i	i	i	i	-3	i	i	i
Cc1ccccc1CN(CC(=O)Nc1cccc([N+](=O)[O-])c1)S(=O)(=O)c1ccc(Cl)cc1	i	-0.1	i	i	i	i	i	12	i	i	i
CSc1nc(C)cc(C)c1C#N	i	103*	i	i	i	i	i	7	i	i	i
O=C(Cc1n[nH]c(=O)[nH]c1=O)N/N=C/c1cccc(O)c1	i	-0.6	i	i	i	i	i	16	i	i	i
Cc1cc(C)n(-c2nc3ccccc3n3c(C)nnc23)n1	i	-0.3	i	i	i	i	i	·	i	i	i
O=C1CC2(CCCC2)CC(=O)N1c1ccccc1	i	0.1	i	i	i	i	i	-11	i	i	i
COC(=O)C1=C(C)N(C)C(C)=C(C(=O)OC)C1c1ccccc1C	i	-0.1	i	i	i	i	i	36	i	i	i
CC(=O)N/C(=C\c1ccccc1)C(=O)OCc1ccccc1	i	-0.1	i	i	i	i	i	17	i	i	i
C/C(=N\Nc1nc(Nc2ccccc2)nc(N2CCOCC2)n1)c1cccs1	i	-0.3	i	i	i	i	i	14	i	i	i
COc1ccc(N2CCN(S(=O)(=O)CCNS(=O)(=O)c3ccccc3)CC2)cc1	i	1.4	i	i	i	i	i	2	i	i	i
CCCCC(=O)NCCNC(=O)c1cc(OCC(F)(F)F)ccc1OCC(F)(F)F	i	-0.1	i	i	i	i	i	12	i	i	i

Grouped by structure, the compounds so far containing a COOH group.
SMILES	TRPC4 agonist	HIF activator	TRPC6 activator	MrgX1 antagonist	TRPC6 inh	MrgX1 ag	TRPC4 PAM	AI-2 QS mod	MrgX1 PAM	PolyA inhibitor	TRPC4 inh
O=C(O)C1CC(c2cccc(Br)c2)=NO1 (stereo unspecified)	i	-0.2	i	i	i	i	i	7	i	i	i
Cc1cc(C)cc(-n2cc(C(=O)O)c(=O)cc2C)c1	i	-0.1	i	i	i	i	i	10	i	i	i
Cc1ccc(S(=O)(=O)N(CC(=O)O)Cc2ccccc2)cc1	i	0.3	i	i	i	i	i	8	i	i	i

Going on with the list:
SMILES	TRPC4 agonist	HIF activator	TRPC6 activator	MrgX1 antagonist	TRPC6 inh	MrgX1 ag	TRPC4 PAM	AI-2 QS mod	MrgX1 PAM	PolyA inhibitor	TRPC4 inh
COc1cccc(CNC(=O)CN2C(=O)CCSc3ccc(S(=O)(=O)N4CCCC4)cc32)c1	i	-0.1	i	i	i	i	i	29	i	i	i
CCOC(=O)c1ccc(N/N=C/c2cc(Br)cc([N+](=O)[O-])c2O)cc1	i	0.6	i	i	i	i	i	10	i	i	i
COc1cccc(CNC(=O)c2ccc(NC3=NC4CS(=O)(=O)CC4S3)cc2)c1 (stereo unspecified)	i	-0.2	i	i	i	i	i	5	i	i	i
CCOC(=O)c1ccc(NC(=O)CCc2nc(-c3ccc(Cl)cc3)no2)cc1	i	0.1	i	i	i	i	i	-10	i	i	i
CC(=O)c1ccc(N=Nc2c(C)[nH]n(-c3ccccc3)c2=O)cc1	i	-0.5	i	i	i	i	i	10	i	i	i
O=c1[nH]c(-c2ccccc2F)nc2c1sc(=S)n2Cc1ccccc1	i	-0.3	i	i	i	i	i	14	i	i	i
Cc1c(Cl)cccc1NS(=O)(=O)c1c(C(=O)N2CCOCC2)c(C)n(C)c1C	i	-0.2	i	i	i	i	i	-5	i	i	i
Cc1cccc(NC(=O)COC(=O)Cc2cccc(C(F)(F)F)c2)c1C	i	-0.2	i	i	i	i	i	21	i	i	i
COc1ccc(-c2ccc(-c3nc4c(c(=O)[nH]c(=O)n4Cc4ccccc4)n3C)o2)c([N+](=O)[O-])c1	i	-0.2	i	i	i	i	i	1	i	i	i
Cc1ccc(S(=O)(=O)c2c(C)cc(C)nc2Oc2cccc(C)c2C)cc1	i	·	i	i	i	i	i	15	i	i	i
Clc1ccc(OCc2nnc(-c3ccccc3Br)o2)c(Cl)c1	i	2.5	i	i	i	i	i	31	i	i	i
N#Cc1cccc2c1-c1ccccc1/C2=N/NC(N)=S	i	2.5	i	i	i	i	i	-2	i	i	i
Cc1nc(NC2CCCCC2)c2nnn(Cc3ccccc3Cl)c2n1	i	-0.3	i	i	i	i	i	16	i	i	i
Cn1c(CNC(=O)c2ccco2)nnc1SCC(=O)c1ccccc1	i	-0.4	i	i	i	i	i	25	i	i	i
C/[N+]([O-])=C/c1c(OCc2ccc(Cl)cc2Cl)ccc2ccccc12	i	1.7	i	i	i	i	i	24	i	i	i
Cc1cccc(NC(=O)CCC(=O)OCC(=O)c2ccc(Oc3ccc([N+](=O)[O-])cc3)cc2)c1	i	-0.4	i	i	i	i	i	11	i	i	i
Cc1ccnc(SCC(=O)Nc2oc(-c3ccccc3)c(-c3ccccc3)c2C#N)n1	i	-0.1	i	i	i	i	i	18	i	i	i
Cc1nc(C(=O)Nc2ccc(Cl)cc2)sc1C1(C)CC(c2ccccc2)=NO1 (stereo unspecified)	i	-1.1	i	i	i	i	i	5	i	i	i
CCOC(=O)c1sc(NC(=O)CSc2nnc(-c3ccco3)o2)c(C(=O)OCC)c1C	i	0.2	i	i	i	i	i	21	i	i	i
CC1(C)CCC/C(=C\c2ccccc2)C1=O	i	0.1	i	i	i	i	i	-7	i	i	i
COc1cc(-c2nc(C(=O)NC3CCN(Cc4ccccc4)CC3)cc3c2[nH]c2ccccc23)cc(OC)c1OC	i	-0.5	i	i	i	i	i	29	i	i	i
COC(=O)c1sc(S(=O)(=O)N2CCN(c3ccc(OC)cc3)CC2)c(C(=O)OC)c1C	i	0.3	i	i	i	i	i	18	i	i	i
O=C(CNC1CCCCC1)NN=C(c1ccccc1)c1ccccc1	i	-0.3	i	i	i	i	i	24	i	i	i
Nn1c(SCc2cccc(F)c2)nnc1-c1cccnc1	i	0.7	i	i	i	i	i	-22	i	i	i
CN1CCN(S(=O)(=O)c2ccc(N3CCN(C(=O)c4ccccc4)CC3)nc2)CC1	i	0.2	i	i	i	i	i	13	i	i	i
SMILES	TRPC4 agonist	HIF activator	TRPC6 activator	MrgX1 antagonist	TRPC6 inh	MrgX1 ag	TRPC4 PAM	AI-2 QS mod	MrgX1 PAM	PolyA inhibitor	TRPC4 inh
COc1ccc(C(=O)CC(=O)C(=O)Nc2cc(OC)c(OC)c(OC)c2)cc1	i	0.7	i	i	i	i	i	11	i	i	i
COC(=O)c1ccc(N2CCN(c3ccccc3)CC2)c(N)c1	i	0.6	i	i	i	i	i	17	i	i	i
COCC(C)n1c(SCc2nc(N)nc(Nc3ccccc3C)n2)nc2ccccc2c1=O (stereo unspecified)	i	-0.2	i	i	i	i	i	28	i	i	i
O=C(Nc1ccc(-n2cnnn2)cc1)C1CCCN1C(=O)NC1CCCCC1 (stereo unspecified)	i	-0.6	i	i	i	i	i	0	i	i	i
CCOc1cc(/C=C/C(=O)Nc2ccc(C(=O)NCCN(CC)CC)cc2)ccc1OCC(C)C	i	-7.4	i	i	i	i	i	-4	i	i	i
CC(=O)c1cccc(NC(=O)C23CC4CC(C2)CC(n2cncn2)(C4)C3)c1	i	0.2	i	i	i	i	i	28	i	i	i
CS(=O)(=O)N1CCCC(C(=O)Nc2ccc(F)cc2)C1 (stereo unspecified)	i	0.3	i	i	i	i	i	21	i	i	i
CN(C)c1ncc(S(=O)(=O)c2ccccc2)c(=O)[nH]1	i	-0.3	i	i	i	i	i	2	i	i	i
CC1CCCCN1C(=O)c1ccc(OC2CCN(S(=O)(=O)N(C)C)CC2)cc1 (stereo unspecified)	i	0.8	i	i	i	i	i	18	i	i	i
CC(C)NC(=O)c1c(O)c2cccc3c2n(c1=O)CCC3	i	0.3	i	i	i	i	i	6	i	i	i
O=C(Nc1ccc(Cl)cc1)N1CCC(c2ccccc2)C1 (stereo unspecified)	i	-15	i	i	i	i	i	-2	i	i	i
Cc1ccc(CNc2cnccn2)s1	i	0.2	i	i	i	i	i	14	i	i	i

A portion of the library; rates above refer to the full screens.
